GSIS activator: GLuc luminescence reporter in INS-1E cells, primary screen for activators of glucose-dependent secretion of insulin; INS-1E GLuc reporter insulin secretion, 2-3 h; activation, % at 16.6 µM; 370,000 compounds, 0.61% hits; AID 743287;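 active means lowest replicate activation of at least 40%, so every replicate reaches that level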;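 further: 0% = median of neutral control wells and 100% = median of IBMX positive control wells; some compounds called inactive have numbers as strong as hits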
CFTR F508del cor: CFTR F508del correction in bronchial cells | CFBE cells, YFP halide quenching; stimulated with forskolin plus potentiator P3; % fluorescence drop versus neutral controls | activity (quench increase), % at 7.58 µM | 350,000 compounds, 0.36% hits | AID 720511;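 active means mean added fluorescence quench of at least 8% versus neutral control, with both replicates also reaching 8%; inconclusive means only one of the mean or replicate conditions met; inactive means mean below 8% and not both replicates reaching 8%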;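 further: cells transiently co-express mutant CFTR-F508del with the halide-sensitive YFP; corrector assay measuring rescue of mutant channel to the surface after 24 h compound exposure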
XiGFP reactiv: reactivates the inactive X chromosome in mouse fibroblasts; AID 743238; XiGFP mouse fibroblasts, % GFP-positive cells imaging, 3 d; cells co-treated with 5-aza-dC sensitizer; scaled so ellipticine positive control = 100%; 360,000 compounds, 0.055% hits; activation, % at 7.58 µM;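 active means mean normalized replicate activation at least 10% and every replicate at or above 10%; inconclusive means only one of the two criteria met; inactive means mean below 10% and not all replicates reach 10%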;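 further: 0% = median of on-plate neutral control wells and 100% = ellipticine 6 µM median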
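Assay system: SV40-immortalized XiGFP fibroblast cells, line 68-5-11; buffer or medium: DMEM plus 5-aza-dC sensitizer; compound: one concentration, pinned; timing: compounds 3 days, fix/stain 15 min at room temperature; benchmarks: positive control ellipticine, 6 µM final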
ERAP1 HTS inh: ERAP1 (human) enzyme inhibition; Q9NZ08; recombinant ERAP1, Leu-AMC fluorescence, 60 min; inhibition, % at 10.7 µM; 340,000 compounds, 0.15% hits;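 active means mean replicate inhibition of at least 30%, or all replicates individually reaching that 30% level; inactive means mean below 30% and not every replicate reaching it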;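 further: 0% = neutral control wells and 100% = L-leucinethiol positive control wells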
esBAF inh: blocks esBAF chromatin remodeling in mouse ES cells | 350,000 compounds, 2% hits | reporter increase, % at 12.5 µM | AID 602393 | Bmi1-luciferase knock-in reporter, 24 h; 100% = twice the neutral-well signal; in the data active means activation above about 40%; inconclusive means no clear call, values can overlap the other calls;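 further: 0% = median of the plate's neutral control wells and 100% = double that signal; a rise in the Bmi1 reporter signal indicates esBAF inhibition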
RAD52 anneal inh: inhibitors of human RAD52 DNA annealing; recombinant RAD52 DNA annealing, FRET fluorescence; inhibition, % at 18.7 µM; 360,000 compounds, 0.46% hits;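 active means every replicate showing at least 50% inhibition; inconclusive means mean inhibition at least 50% but not in every replicate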
Target sequence (P43351 whole entry, looked up): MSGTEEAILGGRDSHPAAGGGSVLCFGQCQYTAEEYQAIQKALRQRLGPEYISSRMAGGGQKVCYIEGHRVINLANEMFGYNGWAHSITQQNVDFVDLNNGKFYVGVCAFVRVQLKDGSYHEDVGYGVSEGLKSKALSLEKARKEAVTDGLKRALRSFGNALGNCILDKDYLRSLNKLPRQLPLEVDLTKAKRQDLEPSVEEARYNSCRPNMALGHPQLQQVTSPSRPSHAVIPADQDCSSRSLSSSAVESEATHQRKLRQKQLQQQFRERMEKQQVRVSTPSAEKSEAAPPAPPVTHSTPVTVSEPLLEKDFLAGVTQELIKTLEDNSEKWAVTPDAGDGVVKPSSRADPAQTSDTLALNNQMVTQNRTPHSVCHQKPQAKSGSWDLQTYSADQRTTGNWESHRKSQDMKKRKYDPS
ARNT-TACC3 inh: disruptors of human ARNT/TACC3 interaction | AlphaScreen His-ARNT PAS-B/GST-TACC3 binding, luminescence; TACC3 fragment carries E629A point mutation | inhibition, % at 9.99 µM | 390,000 compounds, 0.66% hits;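 active means mean inhibition of replicates at least 50% and at least half of replicates each reaching 50%; inconclusive means half or more replicates reach 50% but mean below 50%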;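 further: 0% = complete ARNT plus TACC3 wells and 100% = ARNT alone without TACC3; many hits fall short of the cut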
RAD54 branch: blocks human RAD54 Holliday junction branch migration | Q92698 | FAM/BHQ fluorescence | inhibition, % at 10.4 µM | 360,000 compounds, 0.14% hits | AID 602329;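 active means mean normalized replicate activity at least 40 and at least half of replicates scoring 40 or more; inconclusive means only one of the two criteria met; inactive means mean below 40 and under half of replicates reaching 40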;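 further: 0% = median of neutral control wells and 100% = median of positive control wells; inhibitors cause a drop in the FAM fluorescence signal; in these data hits start at about 50%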
* marks the source's active call; other numbers are inactive results.

Screening COc1ccccc1-c1ccc2c(c1)O[C@H](CN(C)C(=O)Nc1ccccc1)[C@H](C)CN([C@@H](C)CO)S2(=O)=O returned GSIS activator -15, CFTR F508del cor -1.3, XiGFP reactiv 1.5, ERAP1 HTS inh 0, esBAF inh 0, RAD52 anneal inh -1, ARNT-TACC3 inh -2 and RAD54 branch -10.
Screening NC(=O)NC(=O)COC(=O)c1cccnc1Nc1ccccc1F returned GSIS activator 1, CFTR F508del cor 2.5, XiGFP reactiv 0.1, ERAP1 HTS inh -2, esBAF inh 4, RAD52 anneal inh -15, ARNT-TACC3 inh 0 and RAD54 branch 3.
`CCC(=O)N1CC2(CCN(Cc3ccc(F)cc3)CC2)c2c(n(C)c3cc(OC)ccc23)[C@@H]1CO` gave GSIS activator 1, CFTR F508del cor 2.0, XiGFP reactiv 0.0, ERAP1 HTS inh -4 and RAD52 anneal inh 21.
Screening Cc1onc(-c2ccccc2)c1C(=O)c1ccccc1 returned GSIS activator -6, CFTR F508del cor 1.6, XiGFP reactiv 0.2, ERAP1 HTS inh 0, RAD52 anneal inh -6, ARNT-TACC3 inh -12 and RAD54 branch -7.
Screening COc1ccccc1C#Cc1ccc2c(c1)[C@@H]1[C@@H](CCN1C(=O)c1ccc(F)cc1)[C@@H](CO)N2 returned GSIS activator -1, CFTR F508del cor -1.3, XiGFP reactiv 0.1, ERAP1 HTS inh -1, esBAF inh 1, RAD52 anneal inh -11, ARNT-TACC3 inh -7 and RAD54 branch 5.
For Cc1ccc(S(=O)(=O)NCC(=O)NCC(=O)OCC(=O)N2CC(=O)Nc3ccccc32)cc1C the results were GSIS activator -5, CFTR F508del cor inconclusive, XiGFP reactiv 0.5, ERAP1 HTS inh -3, RAD52 anneal inh -14 and ARNT-TACC3 inh -9.
Cc1ccc(CN2CCC(n3nccc3NC(=O)CCOc3ccccc3)CC2)o1 was read as GSIS activator 24, CFTR F508del cor 1.6, XiGFP reactiv 0.0, ERAP1 HTS inh -4, esBAF inh -7, RAD52 anneal inh -18, ARNT-TACC3 inh 1 and RAD54 branch 3.
For CC1(C)CC(=O)c2sc(N)nc2C1 the results were GSIS activator 0, ERAP1 HTS inh 1, esBAF inh -1, RAD52 anneal inh 1, ARNT-TACC3 inh 0 and RAD54 branch 5.
COc1ccccc1-c1csc(NC(=O)c2cc(-c3cccs3)nc3ccccc23)n1 was read as GSIS activator 0, XiGFP reactiv -0.1, ERAP1 HTS inh 5, RAD52 anneal inh -15 and ARNT-TACC3 inh -4.
`C[C@@H]1CCCCO[C@@H](CN(C)C(=O)Nc2ccc3c(c2)OCO3)[C@H](C)CN([C@H](C)CO)C(=O)c2cc(NC(=O)C3CCCCC3)ccc2O1` gave GSIS activator -23, CFTR F508del cor inconclusive, XiGFP reactiv 0.4, ERAP1 HTS inh 1, esBAF inh 25, RAD52 anneal inh -24, ARNT-TACC3 inh 2 and RAD54 branch -1.
`CCc1nc(SCC(=O)Nc2cc(OC)ccc2OC)c2c(C)c(C)sc2n1` gave GSIS activator 10, CFTR F508del cor -0.5, XiGFP reactiv -0.1, ERAP1 HTS inh 0, esBAF inh -4, RAD52 anneal inh -6, ARNT-TACC3 inh -3 and RAD54 branch 2.
`Cc1ccc(Nc2nc3ccccc3[nH]2)nc1` gave GSIS activator 21, esBAF inh 30, ARNT-TACC3 inh 4 and RAD54 branch 6.
Screening COc1ccc(N2CCN(c3ncnc4scc(-c5ccccc5)c34)CC2)cc1 returned GSIS activator -16, CFTR F508del cor -4.0, XiGFP reactiv 0.3, ERAP1 HTS inh 2, esBAF inh -38, RAD52 anneal inh -4, ARNT-TACC3 inh -1 and RAD54 branch -4.
Screening COc1cc(-c2cc(NC(C)=O)c3ncc(-c4ccc(F)cc4)n3c2)cc(OC)c1OC returned CFTR F508del cor 5.2, XiGFP reactiv 0.1, ERAP1 HTS inh 1, esBAF inh -2, RAD52 anneal inh -46 and RAD54 branch -13.
For CN1C(=O)c2cc(NC(=O)Cc3cccs3)ccc2OC[C@@H]2O[C@H](CC(=O)NCCc3ccncc3)CC[C@H]21 the results were GSIS activator 1, XiGFP reactiv 0.1, ERAP1 HTS inh -2, esBAF inh -2, RAD52 anneal inh 12, ARNT-TACC3 inh -6 and RAD54 branch -1.
For Cc1ccc2cccc(OCC(=O)N3CCc4ccccc43)c2n1 the results were GSIS activator -3, CFTR F508del cor -1.1, XiGFP reactiv -0.1, ERAP1 HTS inh -1, esBAF inh -3, RAD52 anneal inh -13, ARNT-TACC3 inh 20 and RAD54 branch 4.
For CCOc1ccc(C(=O)NCCC2=CCCCC2)cc1OCC the results were GSIS activator -4, CFTR F508del cor -2.4, XiGFP reactiv 0.0, ERAP1 HTS inh -1, RAD52 anneal inh 4 and ARNT-TACC3 inh 3.
Screening COC(=O)/C=C/c1cccc([C@H]2[C@@H]3C=CC[C@@H](C)[C@@H]3C(=O)N2Cc2ccccc2)c1 returned GSIS activator 122, CFTR F508del cor 0.5, XiGFP reactiv 0.1, esBAF inh -4, RAD52 anneal inh -13, ARNT-TACC3 inh 9 and RAD54 branch 1.
For COc1ccc(NC(=O)Nc2cccc3c2O[C@@H](CN(C)S(=O)(=O)c2ccccc2)[C@H](C)CN([C@H](C)CO)C3=O)cc1 the results were GSIS activator 5, CFTR F508del cor 0.6, XiGFP reactiv 0.0, ERAP1 HTS inh 1, esBAF inh 0, RAD52 anneal inh -4, ARNT-TACC3 inh 3 and RAD54 branch -3.
For Cc1c(N(C)C(=O)C2CCCN2S(=O)(=O)c2ccccc2)c(=O)n(-c2ccccc2)n1C (stereo unspecified) the results were GSIS activator 6, CFTR F508del cor -0.5, ERAP1 HTS inh -1, esBAF inh -3, RAD52 anneal inh -8, ARNT-TACC3 inh 3 and RAD54 branch -29.
CCOC(=O)CSCc1csc(CC(=O)Nc2ccccc2C)n1 was read as GSIS activator -25, CFTR F508del cor 0.9, XiGFP reactiv -0.1, ERAP1 HTS inh 0, RAD52 anneal inh -14, ARNT-TACC3 inh -4 and RAD54 branch -5.
CCOC(=O)c1cc(-c2ccccc2)sc1NC(=O)COC(=O)c1cccc(S(N)(=O)=O)c1 was read as GSIS activator 10, CFTR F508del cor 0.0, XiGFP reactiv 0.1, ERAP1 HTS inh 0 and RAD52 anneal inh -20.
Screening C[C@@H]1CN([C@@H](C)CO)C(=O)c2cc(NS(=O)(=O)c3ccccc3)ccc2O[C@H]1CN(C)Cc1ccc2c(c1)OCO2 returned GSIS activator 5, CFTR F508del cor -1.0, XiGFP reactiv 0.1, ERAP1 HTS inh 0, esBAF inh 0, RAD52 anneal inh -4, ARNT-TACC3 inh -5 and RAD54 branch -5.
For COC(=O)c1ccccc1NC(=O)CN(C)S(=O)(=O)c1cc(C)ccc1OC the results were GSIS activator 18, esBAF inh 9, ARNT-TACC3 inh 2 and RAD54 branch -10.
Screening COc1cccc(C#Cc2cnc3c(c2)C(=O)N([C@H](C)CO)C[C@H](C)[C@@H](CN(C)C(=O)C2CCC2)O3)c1 returned GSIS activator -13, CFTR F508del cor 1.5, XiGFP reactiv -0.8, ERAP1 HTS inh -2, esBAF inh -8, RAD52 anneal inh 4, ARNT-TACC3 inh 0 and RAD54 branch 5.
Screening Cc1cc(C)nc(Nc2ccccc2Cl)n1 returned GSIS activator 8, CFTR F508del cor -2.2, XiGFP reactiv 0.2, ERAP1 HTS inh -2, esBAF inh -3, RAD52 anneal inh 0, ARNT-TACC3 inh -4 and RAD54 branch -3.
`CCOc1ccc(NC(=O)CN(C)C(=O)c2sc3ccccc3c2Cl)cc1OCC` gave GSIS activator 3, CFTR F508del cor 4.4, XiGFP reactiv 0.2, ERAP1 HTS inh -4, esBAF inh -8, RAD52 anneal inh -11, ARNT-TACC3 inh 6 and RAD54 branch -3.
For CCOC(=O)c1ccc(NC(=O)[C@@H]2CCC(=O)N2C2OC(=O)c3c2ccc(OC)c3OC)cc1 (stereo partly specified) the results were CFTR F508del cor 4.0, ERAP1 HTS inh 1, esBAF inh 7, RAD52 anneal inh -8 and RAD54 branch 8.
For COc1ccc(O)c(CN2CCC(n3nccc3NC(=O)CCOc3ccccc3)CC2)c1 the results were GSIS activator 13, CFTR F508del cor 2.3, XiGFP reactiv 0.1, ERAP1 HTS inh -1, RAD52 anneal inh -6, ARNT-TACC3 inh -7 and RAD54 branch 5.
O=C(NCc1cccc(C(F)(F)F)c1)c1cccc(S(=O)(=O)N2CCN(Cc3ccccc3)CC2)c1 was read as GSIS activator -50, CFTR F508del cor 1.4, XiGFP reactiv 0.1, ERAP1 HTS inh 1, esBAF inh 6, RAD52 anneal inh -6, ARNT-TACC3 inh -12 and RAD54 branch 3.
For COc1ccc(CN2C(=O)C(CC(=O)NCCN3CCOCC3)CC(C(=O)N3CCOCC3)=C2C)cc1 (stereo unspecified) the results were GSIS activator 5, CFTR F508del cor -3.2, XiGFP reactiv 0.0, ERAP1 HTS inh -1, esBAF inh 2 and RAD52 anneal inh 4.
For COCC(COS(N)(=O)=O)Cc1ccccc1 (stereo unspecified) the results were GSIS activator 20, CFTR F508del cor 2.1, XiGFP reactiv 0.0, ERAP1 HTS inh -5, esBAF inh -1, RAD52 anneal inh -6, ARNT-TACC3 inh -3 and RAD54 branch -6.
`Cc1ccc(S(=O)(=O)Nc2ccc3c(c2)CC(=O)N([C@@H](C)CO)C[C@H](C)[C@H](CN(C)C(=O)NC2CCCCC2)O3)cc1` gave GSIS activator -3, CFTR F508del cor -2.1, XiGFP reactiv -1.0, ERAP1 HTS inh 0, esBAF inh -3, RAD52 anneal inh 9, ARNT-TACC3 inh -6 and RAD54 branch 9.
For CCOC(=O)Nc1ccc2c(c1)N(C(=O)CN(CC)CC)c1ccccc1C=C2 the results were GSIS activator 11, CFTR F508del cor 5.1, ERAP1 HTS inh -3, esBAF inh -1, RAD52 anneal inh -5, ARNT-TACC3 inh -10 and RAD54 branch -1.
For COc1ccc(CCNC(=O)CS(=O)Cc2nc(-c3cccs3)oc2C)cc1OC (stereo unspecified) the results were GSIS activator 2, ERAP1 HTS inh 4, esBAF inh -1, RAD52 anneal inh -15, ARNT-TACC3 inh 0 and RAD54 branch 1.
`CCOCCCNC(=S)N(CCN(C)C)Cc1cc2cc3c(cc2[nH]c1=O)OCCO3` gave GSIS activator 8, CFTR F508del cor 1.3, XiGFP reactiv 0.1, ERAP1 HTS inh 3, esBAF inh -6, RAD52 anneal inh -12, ARNT-TACC3 inh 4 and RAD54 branch -8.
COc1ccc(S(=O)(=O)N(C)C[C@H]2OCCCC[C@H](C)Oc3ccc(NS(=O)(=O)c4ccccc4)cc3C(=O)N([C@H](C)CO)C[C@H]2C)cc1 was read as GSIS activator 8, CFTR F508del cor -3.5, XiGFP reactiv 0.0, ERAP1 HTS inh 1, esBAF inh -4, RAD52 anneal inh -22, ARNT-TACC3 inh -1 and RAD54 branch -2.
Cn1cc(CCNCc2cn[nH]c2-c2ccc(-c3ccccc3)cc2)cn1 was read as GSIS activator 14, CFTR F508del cor -0.3, XiGFP reactiv -0.1, ERAP1 HTS inh 4, esBAF inh 15, RAD52 anneal inh -16, ARNT-TACC3 inh 3 and RAD54 branch -1.
`CC(=O)N(CCCNC(=O)c1ccccc1)C(=O)c1ccccc1` gave GSIS activator 8, CFTR F508del cor 1.0, XiGFP reactiv 0.0, ERAP1 HTS inh -5, esBAF inh 6, RAD52 anneal inh -4, ARNT-TACC3 inh -5 and RAD54 branch 3.
